# Screens deposited in PubChem BioAssay by National Center for Advancing Translational Sciences (NCATS).
# BRCT PPI green = inhibitors of human BRCA1 BRCT-phosphoprotein interaction (green fluorophore) | P38398 | Potency, µM (top dose mostly 76.9 µM), inactives show top-dose activity change, negative = inhibition, usual class: inhibitors | BRCA1 BRCT-phosphopeptide binding, green fluorescence polarization | 75,000 tested, 0.05% active | AID 875;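 further: potency means the concentration at half of the fitted maximal effect; plate controls were peptide without protein for full effect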
#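 Fluorescence polarization: His-tagged BRCT (~35 kDa BRCA1 C-terminus, 250 nM) bound to 100 nM fluorescein-labeled phosphorylated 10-aa BACH1 peptide, pH 7.3 phosphate buffer with DTT and Tween 20. Compounds incubated 12 min at room temperature; inhibition read as lowered polarization.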
# HBB splicing = hemoglobin beta splicing modulation | HBB splicing reporter cell assay, activation; EGFP reporter with mutant IVS2-654 intron; response scale: normalised to 500 nM splice-correcting PNA | Potency, µM (titrated, usually from 46.1 µM), inactives show at the highest dose activation, hits mostly activators | 65,000 tested, 0.06% active; further: potency means the concentration at half of the fitted maximal effect; 0% is about no effect
#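 Compounds were applied for 2 days to HeLa EGFP-654 cells, 500/well in Optimem with 2% FCS. The reporter's EGFP is disrupted by mis-splicing of beta-globin intron IVS2-654. Readout: summed well GFP fluorescence from 488 nm laser scanning; reference was 500 nM antisense […] 654 PNA.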
# ALOX15 inhib = blocks human 15-lipoxygenase activity; P16050; purified 15hLO-1, xylenol orange hydroperoxide absorbance; Potency, µM (highest dose often 57.1 µM), for the others: at the top dose activity change, negative = inhibition, actives largely listed as inhibitors; 74,000 tested, 1.4% active; AID 887; further: potency means the concentration at half of the fitted maximal effect; on the % scale 0 is the no-effect control and ±100 the full control effect; nearly all actives have a fitted effect of over 55% in size
# Target sequence (P16050 whole entry, looked up): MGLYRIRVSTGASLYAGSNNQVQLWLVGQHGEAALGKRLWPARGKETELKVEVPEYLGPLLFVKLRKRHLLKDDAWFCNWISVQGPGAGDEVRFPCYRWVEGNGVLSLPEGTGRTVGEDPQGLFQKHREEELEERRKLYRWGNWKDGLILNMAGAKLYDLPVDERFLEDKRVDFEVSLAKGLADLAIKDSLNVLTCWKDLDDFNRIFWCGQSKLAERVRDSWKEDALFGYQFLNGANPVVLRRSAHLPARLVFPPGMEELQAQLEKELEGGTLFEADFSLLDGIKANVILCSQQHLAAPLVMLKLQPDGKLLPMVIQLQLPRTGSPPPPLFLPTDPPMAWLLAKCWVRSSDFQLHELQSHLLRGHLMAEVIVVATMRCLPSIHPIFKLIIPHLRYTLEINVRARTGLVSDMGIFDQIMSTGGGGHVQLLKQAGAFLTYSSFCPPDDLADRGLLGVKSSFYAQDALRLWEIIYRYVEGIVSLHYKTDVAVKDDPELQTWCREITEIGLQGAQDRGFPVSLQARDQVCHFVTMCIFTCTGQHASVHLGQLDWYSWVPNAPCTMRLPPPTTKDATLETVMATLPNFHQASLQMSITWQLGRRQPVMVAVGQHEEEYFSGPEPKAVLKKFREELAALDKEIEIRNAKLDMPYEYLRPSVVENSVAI
#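 Purified human 15hLO-1 (40 nM) in 25 mM Hepes pH 7.5, 0.01% Triton X-100, preincubated 15 min RT with compound, then 50 uM arachidonic acid for 6 min. Hydroperoxide read by ferrous/xylenol orange, 30 min; 573/405 nm absorbance ratio gave progress.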
# CRE-bla Fsk = CRE-bla signaling modulation under forskolin stimulation. Potency, µM (doses to about 38.2 µM), for inactives: top-dose activity change, negative = inhibition, hits mostly activators. 71,000 tested, 2.5% active. CHO CRE-bla reporter (cAMP response element driving beta-lactamase), forskolin EC10, beta-lactamase ratio; active means well fitted activation curve with a large enough effect in the signal ratio, with a control signal flat, not every such curve was filed as active; inconclusive means small, poorly fitted or top-dose-only effect, or effect the other way, or a change in a side signal; the % refers to the signal ratio; further: potency means the concentration at half of the fitted maximal effect; % of control where 0% means no effect
#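 Cells were plated overnight at 37 °C, exposed to compound titrations plus EC10 NKH 477 for 3 h, then given CCF4 dye for 2 h at room temperature. Blue/green (460/530 nm) ratio was converted to %Activity and AC50 values calculated.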
# Hsp90 Hop PPI = changes Hsp90-Hop TPR2A binding signal, up or down; AlphaScreen TPR2A-His6 binding biotin-Hsp90 C-terminal peptide; 71,000 tested, 0.44% active; Potency, µM (top dose mostly 57 µM), without a hit: top-dose activity change, negative = inhibition; active means well fitted curve in either direction with a large enough effect; inconclusive means small, poorly fitted or top-dose-only effect, or another doubt; further: potency means the concentration at half of the fitted maximal effect; on the % scale 0 is the no-effect control and ±100 the full control effect; many of its hits are not listed in these tables
# A350 fluor = compounds fluorescent in Alexa 350 spectral region. Compound autofluorescence, 340/450 nm, Alexa 350 dye-equivalents; hits give high values. 59,000 tested, 11% active. max dye-equivalent concentration, M; in the data active means max dye-equivalent concentration above about 10 nM; inconclusive means mostly about 1.1 nM to 9.6 nM
# Ub-GFP proteasome = inhibits proteasome, raising ubiquitin-GFP reporter fluorescence. Ubiquitin-GFP reporter cells, proteasome inhibition, GFP fluorescence; response scale: untreated = 0%, 10 µM MG-132 = 100%. Potency, µM (top dose mostly 45.9 µM), for the others: at the top dose activation (GFP accumulation), most hits filed as activators. 67,000 tested, under 10 active; active means well fitted activation curve with a large enough effect, not every such curve was filed as active; inconclusive means small, poorly fitted or top-dose-only effect, or another doubt; inactive means no such curve, though single readings can be large or run the other way; further: potency means the concentration at half of the fitted maximal effect
#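 Proteasome block read as GFP accumulation: ubiquitin(G76V)-GFP U2OS cells exposed to compound (2.9 nM–46 uM) for 4 hr at 37 C. Normalization used untreated cells as 0% and 10 uM MG-132 as 100%; concentration-response curves fitted.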
# BRCT inh red = disrupts BRCA1 BRCT binding to phosphoprotein, red fluorophore readout; P38398; BRCT-phosphopeptide binding, red fluorescence polarization; Potency, µM (series often up to 76.9 µM), inactives show at the highest dose activity change, negative = inhibition, hits mostly inhibitors; 75,000 tested, 0.03% active; AID 892; further: on the % scale 0 is the no-effect control and ±100 the full control effect
#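 Fluorescence polarization: 100 nM His-tagged BRCA1 BRCT with 100 nM TAMRA-labelled phospho-BACH1 decapeptide, phosphate buffer pH 7.3 with 150 mM NaCl, DTT, 0.01% Tween 20; 12 min RT. Binding inhibition seen as FP decrease.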
# Epigenetic mod = epigenetic modulators derepressing GFP locus in mouse cells; mouse C127i GFP locus derepression, cytometry, 30 h; Potency, µM (highest dose often 46.1 µM), without a hit: at the top dose GFP derepression (activation); 68,000 tested, 0.09% active; further: % of control where 0% means no effect
#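 Locus derepression in mouse mammary C127i cells whose integrated CMV-GFP reporter is normally silent; GFP expression after 30 h compound treatment was quantified by counting fluorescent cells.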
# 4-MU autofl = 4-MU region autofluorescence. max dye-equivalent concentration, M. compound autofluorescence, 340/450 nm, 4-MU equivalents; hits give high values. 59,000 tested, 11% active. AID 589; in the data active means max dye-equivalent concentration above about 10 nM; inconclusive means mostly about 1.1 nM to 9.6 nM
#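 Intrinsic fluorescence at 340/450 nm (ex/em) was read after 15 min at room temperature in pH 8.0, 100 mM Tris. Each compound concentration expressed as 4-MU-equivalent concentration from a six-point 4-MU standard series on each plate.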
# DNA Pol III inh = DNA polymerase III holoenzyme inhibition; reconstituted DNA polymerase III holoenzyme replication, biochemical; Potency, µM (titrated, usually from 57.1 µM), for inactives: at the top dose activity change, negative = inhibition; 71,000 tested, 0.25% active; AID 603; further: potency means the concentration at half of the fitted maximal effect; on the % scale 0 is the no-effect control and ±100 the full control effect
#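 Reconstituted *E. coli* holoenzyme (0.35 nM Pol III, 1 nM beta, 154 nM SSB, 2 nM primase) was preincubated with compound for 15 min at RT. Synthesis on 1.4 nM ssM13Gori ran 35 min, then was stopped with PicoGreen/EDTA and read as dsDNA fluorescence.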
# Starred values were filed as active, the others as inactive; i = inactive; ? = inconclusive; / = not tested or not shown; [ ] = dose if it differs, or a comment. Unless noted, the call rests on the fitted dose curve; in most records, active means well fitted curve in the direction sought with a large enough effect; inconclusive means small, poorly fitted or top-dose-only effect, or another doubt; inactive means no such curve, though single readings can be large; an effect the other way counts as inactive or inconclusive.
# Results follow in this order: BRCT PPI green	HBB splicing	ALOX15 inhib	CRE-bla Fsk	Hsp90 Hop PPI	A350 fluor	Ub-GFP proteasome	BRCT inh red	Epigenetic mod	4-MU autofl	DNA Pol III inh
> CCOC(=O)c1cnc(-n2nc(C)cc2C)nc1N1CC(C)OC(C)C1 (configuration not stated)
  0.7%	2.2%[57.5 µM]	44%[activator]	?	?	i	-4%	-0.9%	-2%	i	-4%
> COc1cc(-c2noc(-c3ccco3)n2)cc(OC)c1OC
  -0.6%	-0.1%	16%	16µM*	-3%	i	8%	-0.7%	-3%	i	-10%
> O=C1NCCCC1C(=O)N1CCN(C(=O)c2ccco2)CC1 (configuration not stated)
  -1.2%	-0.6%[0.0738 µM]	7%[11.4 µM]	?	-4%[11 µM]	/	-5%[9.17 µM]	-2.3%	2%	/	6%[11.4 µM]
> COc1ccc(C(=O)N2CCN(C(=O)CC(C)C)CC2)cc1OC
  -0.2%	-0.8%	16%	2%	-3%	/	-4%	1.1%	-2%	/	-4%
> Cn1c(CCN2CCCCC2)nc2cc(NC(=O)C3CCCCC3)ccc21
  -2.6%	2.3%[57.5 µM]	10%	2%	-1%	i	-1%	0.5%	-2%	i	1%
> O=C(C1CCCN1C(=O)c1cccs1)N1CCN(Cc2ccc3c(c2)OCO3)CC1 (configuration not stated)
  -2.3%	0.4%[57.5 µM]	5%	-5%	0%	i	-4%	-0.9%	4%	i	-2%
> COc1ccccc1-n1nnnc1S(=O)(=O)Cc1ccc(Cl)cc1
  -1.3%	5.5%	-14%	?	-2%	i	-8%	-3.1%	3%	i	-1%
> CC(C)CC(NC(=O)c1ccco1)C(=O)Nc1ccc2c(c1)OCCO2 (configuration not stated)
  -0.7%	-0.3%	-1%	-3%	-5%	/	-5%	-0.4%	-2%	/	-1%
> Cc1cccc(C)c1NC(=O)COC(=O)c1nonc1N
  -1.3%	0.1%	-1%	1%	-2%	i	1%	-1.4%	-1%	i	5%
> O=c1c(-c2cccs2)nc2cncnc2n1Cc1ccccc1
  2.1%	0.9%	7%	?	7%	2.1e-08M*	6%	0.6%	0%[9.22 µM]	1.7e-08M*	-10%
> COc1cc(C(=O)Nc2nc(N)n(-c3ccccc3)n2)cc(OC)c1OC
  0.0%	2.4%[57.5 µM]	7%	28%	-11%	i	-4%	0.2%	0%	i	-3%
> Cc1ccc(OCc2nnc(SCC(=O)C(C)(C)C)n2Cc2ccco2)cc1
  0.5%	-0.9%[0.369 µM]	-4%	-6%	-5%	i	/	-0.2%	-2%	i	4%
> CCOC(=O)CN1CC23C=CC(O2)C(C(=O)NC2CCCCC2)C3C1=O (configuration not stated)
  0.6%	-0.8%	1%	?	-1%	1.1e-08M*	-7%	-0.3%	0%	?	-1%
> CCCc1nc(SCC(=O)NCc2ccco2)c2c(=O)n(C)c(=O)n(C)c2n1
  0.4%	-0.3%	5%	18%	-5%	/	5%	-0.6%	/	/	9%
> O=C(NCCCN1CCCCC1)C1(S(=O)(=O)c2ccc(Cl)cc2)CC1
  -2.7%	-0.5%	5%	-4%	-2%[2.3 µM]	/	-11%	0.3%	/	/	-1%
> CC(C)CCSc1nc(N2CCOCC2)c2c(c1C#N)CC(C)(C)OC2
  1.3%	2.3%[0.0738 µM]	-16%[11.4 µM]	?	22%[11 µM]	/	-14%[9.17 µM]	0.2%	-2%	/	-2%[11.4 µM]
> COc1ccccc1NC(=O)COC(=O)c1ccc(S(=O)(=O)NCc2ccco2)cc1
  -1.5%	0.1%[57.5 µM]	-6%	10%	-1%	i	-5%	-2.1%	-1%	i	-4%
> CC(C)CC(c1nnnn1Cc1ccco1)N1CCN(C2CCCC2)CC1 (configuration not stated)
  -1.1%	/	-7%	3%	-1%	i	3%	-0.1%	-1%	i	-8%
> O=C(Nc1ccc(N2CCOCC2)cc1)C1CCCN(S(=O)(=O)c2ccccc2)C1 (configuration not stated)
  -3.0%	/	-5%	-5%	-7%	?	-4%	1.1%	1%	?	0%
> Cc1cc(C)cc(N(C(C)C(=O)N2CCCCC2)S(C)(=O)=O)c1 (configuration not stated)
  -0.5%	-0.5%	2%	2%	0%	i	1%	-0.7%	0%	i	-6%
> CCOc1ncccc1C(=O)OCc1cn2cc(Cl)ccc2n1
  0.8%	0.0%[57.5 µM]	0%	10µM*	-2%	?	3%	-1.0%	6%	i	0%
> CC1(C)N=C(c2ccc(Cl)cc2Cl)C(=O)N1
  -1.0%	-0.3%	1%	-3%	-4%	i	-4%	-0.9%	0%	i	2%
> CCOc1ccccc1N1C(=O)c2ccc(C(=O)Nc3cccnc3)cc2C1=O
  -0.7%	0.3%	7%	17%	-8%	/	-8%	-1.8%	-2%	/	-4%
> N#Cc1c(-c2ccccc2)no[n+]1[O-]
  -1.7%	2.6%	27%	?	-6%	?	6%	-1.0%	?	?	-4%
> O=c1ccn([C@H]2O[C@H](CO)[C@@H](O)[C@@H]2O)c(=O)[nH]1
  /	/	/	16%	0%	i	1%	/	-5%[9.22 µM]	i	-3%
> CC(=O)Nc1ccc(S(=O)(=O)N2CCN(C(=O)Cc3ccccc3)CC2)cc1
  -3.6%	-1.9%	2%	-4%	-3%	i	11%	0.4%	2%	i	2%
> O=C(c1ccccc1)c1ccc(C(=O)N2CCOCC2)cc1
  -1.3%	-2.9%[0.0738 µM]	8%[11.4 µM]	?	-9%[11 µM]	/	-2%[9.17 µM]	-1.3%	-2%	/	-4%[11.4 µM]
> O=C(Cn1c(C2CC2)nc2ccccc2c1=O)Nc1ccc(Br)cc1
  -1.5%	-0.3%[57.5 µM]	6%	-6%	1%	i	3%	1.1%	2%	i	-2%
> COc1ccc(NC2c3ccccc3C(=O)N2Cc2ccco2)cc1OC (configuration not stated)
  -2.5%	-1.0%	-14%	8%	-11%	/	-6%	0.0%	-3%	/	-5%
> O=C(c1ccco1)N1CCN(c2ncnc3c2[nH]c2ccc(Br)cc23)CC1
  0.1%	-1.1%[1.84 µM]	-12%	0.25µM*	-5%	?	3%	0.5%	4%	?	-3%
> Nc1c(S(=O)(=O)O)cc(Nc2ccc(Nc3nc(Cl)nc(Nc4ccc(S(=O)(=O)O)cc4)n3)c(S(=O)(=O)O)c2)c2c1C(=O)c1ccccc1C2=O
  ?	1.0%	?	-11%	?	?	-3%	4.4%	-1%	?	40µM*
> Cc1nccn1-c1c2c(c(C#N)c3nc4ccccc4n13)CCC2
  1.4%	-0.3%[0.0738 µM]	-5%[11.4 µM]	?	0%[11 µM]	/	-9%[9.17 µM]	-1.5%	0%	/	-1%[11.4 µM]
> CC(=O)Nc1nc(-c2ccccc2)nc(-c2ccccc2OC(C)=O)n1
  3.0%	-0.6%	16µM*	-10%	-13%	/	8%	-2.7%	-2%	/	-8%
> C=CCn1c(SCC(=O)Nc2ccc(C(=O)OC(C)C)cc2)nnc1-c1cccs1
  -2.0%	-1.3%	0%	3%	-1%	i	0%	0.1%	2%	i	2%
> CCc1ccc(Nc2oc(C)cc(=O)c2C(C)=O)cc1
  -0.5%	-0.8%	-5%	-1%	-4%	i	2%	1.0%	2%	i	-7%
> CCOc1ccc2nc(SC(C)C(N)=O)[nH]c2c1 (configuration not stated)
  -2.3%	1.0%[57.5 µM]	15%	7%	-4%	i	2%	-0.1%	-2%	i	0%
> CCCS(=O)(=O)NCCc1cc2ccc(C)cc2[nH]c1=O
  0.1%	-1.7%	-6%	-11%	1%	i	4%	0.0%	-4%	i	-11%
> CCCN=Cc1sc2ccc(OCC)cc2c1O
  -0.2%	-0.4%[9.22 µM]	-25%	15%	-9%	/	-6%	-1.0%	3%	/	2%
> O=C(NCC1CCCO1)c1ccc(CS(=O)(=O)Cc2ccc(F)cc2)o1 (configuration not stated)
  -0.7%	0.9%	2%	-21%	0%	i	6%	1.8%	-3%	i	2%
> N#CCCn1c(=O)c(-c2cccs2)nc2cnc(Nc3ccccc3)nc21
  -1.4%	16%	-16%	?	0%	i	?	-0.2%	0%[9.22 µM]	i	3%
> CCCCC(=O)Nc1ccc(NC(=O)CC)cc1OC
  -4.8%	-1.0%	4%	1%	-1%	i	-5%	-0.3%	-2%	i	-4%
> O=c1cc(-c2ccccc2)[nH]n1-c1nc2ccccc2[nH]1
  0.1%	0.2%	16%	?	?	3.5e-08M*	16%	0.6%	-3%	2.9e-08M*	-5%
> COc1ccc(NC(=O)CNS(=O)(=O)c2ccc3nc(C)sc3c2)c(OC)c1
  0.2%	1.0%	-10%	2%	?	i	-1%	-0.7%	-2%	i	-5%
